High-throughput results (PubChem BioAssay)
SRC3 inh: SRC3 coactivator transcriptional activity inhibitors, primary screen, cell-based, luminescence | HEK293 GAL4-SRC3 luciferase reporter | inhibition, % at 3.6 µM | 0.17% of 360,000 active | AID 588352, 2011;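 active means inhibition above a per-campaign cutoff, the mean of all compounds plus 3 SD, cut at about 60% in these data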;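 further: 0% = DMSO-treated cells and 100% = gossypol-treated cells at 36 µM; higher means less SRC3-driven luciferase light from the GAL4 reporter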
SRC2 inh: inhibition of GAL4-SRC2 driven luciferase reporter, primary screen, SRC2 inhibitor project, cell-based, luminescence; Nuclear receptor coactivator 2 (Homo sapiens), Q15596; HEK293 GAL4-SRC2 luciferase reporter; inhibition, % at 9 µM; 0.17% of 370,000 active; AID 651957, 2012;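 active means inhibition above the mean inhibition of all tested compounds plus 3 SD, set per campaign, cut at about 52% in these data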;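 further: 0% = DMSO treated cells and 100% = cells given Gossypol at 36 µM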
EBV LMP1 NFkB: EBV LMP1-driven NF-kappaB luciferase reporter inhibitors, primary screen, cell-based, luminescence, single point; LMP1-induced NF-kappaB luciferase reporter cells; inhibition, % at 12.5 µM; 0.69% of 350,000 active; AID 504558, 2011; in the data active means inhibition above about 41%; inconclusive means no clear call, values can overlap the other calls;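 further: 0% = neutral control wells and 100% = reference inhibitor control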
NOD2 RIPK2 PPI: NOD2-RIPK2 binding disruptors in cells, primary screen, fluorescence, CHO cells, BLA complementation. Receptor-interacting serine/threonine-protein kinase 2 (Homo sapiens), O43353. CCF4 ratio. inhibition, % at 4.98 µM. 0.38% of 360,000 active. AID 624267, 2012; in the data active means inhibition above about 21%;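 further: 0% = vehicle only and 100% = reference blocker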
COUP-TFII inh: NR2F2 transcriptional activity inhibitors, primary screen, cell-based, luciferase reporter, HEK293T, luminescence; COUP transcription factor 2 (Homo sapiens), P24468; HEK293T NGFI-A luciferase reporter; inhibition, % at 8.6 µM; 0.7% of 370,000 active; AID 686940, 2013;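 active means inhibition above a per-plate cutoff, mean inhibition of test wells between control levels plus 3 SD, cut at about 38% in these data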;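 further: cells cotransfected with COUP-TFII expression vector driving the NGFI-A reporter; 0% = median of COUP-TF2 test wells and 100% = reporter-only cells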
Target sequence (P24468 whole entry, looked up): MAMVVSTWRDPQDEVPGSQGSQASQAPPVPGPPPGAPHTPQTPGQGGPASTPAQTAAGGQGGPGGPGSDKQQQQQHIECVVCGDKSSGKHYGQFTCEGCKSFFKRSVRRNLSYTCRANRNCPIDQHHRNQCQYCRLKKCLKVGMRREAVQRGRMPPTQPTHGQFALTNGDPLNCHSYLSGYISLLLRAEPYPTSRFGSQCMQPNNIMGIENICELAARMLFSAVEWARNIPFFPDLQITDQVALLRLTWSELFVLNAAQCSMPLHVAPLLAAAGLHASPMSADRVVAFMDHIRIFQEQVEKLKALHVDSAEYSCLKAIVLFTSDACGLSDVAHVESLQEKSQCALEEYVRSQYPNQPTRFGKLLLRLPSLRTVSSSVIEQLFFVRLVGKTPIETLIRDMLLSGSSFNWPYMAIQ
TLR9-MyD88 inh: inhibitors of TLR9-MyD88 association in cells, primary screen, cell-based, CHO, BLA complementation, fluorescence | 0.21% of 340,000 active | Toll-like receptor 9 (Homo sapiens) + Myeloid differentiation primary response protein … | CCF4 FRET ratio | AID 504734, 2011 | inhibition, % at 4.98 µM;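 active means inhibition above the mean over all tested compounds plus 3 SD, cut at about 21% in these data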;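 further: 0% = DMSO only wells and 100% = clavulanate BLA inhibitor control wells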
LRH-1 inv ag: LRH-1 (NR5A2) inverse agonists, primary screen, cell-based, luminescence, HEK293T, StAR-luciferase reporter; LRH-1 transfected, 24 h; 0.13% of 360,000 active; inhibition, % at 3.6 µM; Nuclear receptor subfamily 5 group A member 2 (Homo sapiens), O00482; AID 602396, 2012;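 active means inhibition above the mean inhibition of all tested compounds plus 3 SD, cut at about 73% in these data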;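 further: 0% = DMSO wells and 100% = reporter-only cells lacking LRH-1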
Target sequence (O00482 whole entry, looked up): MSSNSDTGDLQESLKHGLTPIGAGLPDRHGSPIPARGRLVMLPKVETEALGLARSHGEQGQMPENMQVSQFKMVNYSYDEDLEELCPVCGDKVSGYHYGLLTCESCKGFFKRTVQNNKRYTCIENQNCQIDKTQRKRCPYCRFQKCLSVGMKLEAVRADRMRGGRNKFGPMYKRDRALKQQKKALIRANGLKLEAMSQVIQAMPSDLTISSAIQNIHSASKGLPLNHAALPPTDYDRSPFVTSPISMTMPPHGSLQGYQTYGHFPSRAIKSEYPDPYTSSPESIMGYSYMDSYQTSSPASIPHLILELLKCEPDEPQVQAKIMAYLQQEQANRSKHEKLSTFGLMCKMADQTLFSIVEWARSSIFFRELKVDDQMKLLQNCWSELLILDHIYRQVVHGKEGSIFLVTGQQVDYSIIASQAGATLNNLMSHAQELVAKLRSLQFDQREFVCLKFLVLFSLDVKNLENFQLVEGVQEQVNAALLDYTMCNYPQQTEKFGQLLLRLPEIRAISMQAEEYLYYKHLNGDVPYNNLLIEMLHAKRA
TROY signal inh: inhibitors of TROY-driven NF-kB signaling, primary screen, Q293 LMP1-TROYcd cells, NF-kB luciferase, uHTS. Q293 LMP1-TROYcd NF-kB luciferase reporter, 4 h. inhibition, % at 10 µM. 0.98% of 360,000 active. AID 1347056, 2019;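 active means compounds whose plate-normalised and pattern-corrected inhibition of the luciferase reporter signal at the single screening dose is 50% or more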
SRC1 inh: SRC1 coactivator transcriptional activity inhibitors, primary screen, cell-based, luminescence | Nuclear receptor coactivator 1 (Homo sapiens), Q15788 | AID 588354, 2011 | inhibition, % at 3.6 µM | HEK293 GAL4-SRC1 luciferase reporter | 0.12% of 360,000 active;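 active means inhibition above the campaign mean plus 3 SD, with each screening campaign given its own cutoff, cut at about 60% in these data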;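 further: 0% = DMSO treated cells and 100% = gossypol at 36 µM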
C8 TRAIL sens: viability loss with TRAIL in NB7+C8 cells, primary screen, TRAIL sensitizer project, cell-based, ATPlite luminescence; inhibition (viability loss, TRAIL sensitization), % at 10 µM; 1% of 360,000 active;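 active means compounds causing at least 50% loss of cell viability in the single-dose screen, relative to plate controls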
Vif inh: HIV Vif self-association inhibitors, primary screen, imaging, HEK293T, single point; inhibition, % at 7.49 µM; HEK293T cells, Vif self-association by quenched fluorescence, 24 h; 0.35% of 340,000 active; AID 602346, 2012; in the data active means inhibition above about 50%, passing the limit was not always enough; inconclusive means no clear call, values can overlap the other calls; inactive means below about 31%; further: some results filed as inactive read as strong as hits
Numbers without * were called inactive; ? = inconclusive; nt = no result given. Some of the compounds tested, so the mix of outcomes need not match the whole.

SMILES	SRC3 inh	SRC2 inh	EBV LMP1 NFkB	NOD2 RIPK2 PPI	COUP-TFII inh	TLR9-MyD88 inh	LRH-1 inv ag	TROY signal inh	SRC1 inh	C8 TRAIL sens	Vif inh
CCOc1ccc(/C=N/n2c(SC)nnc2-c2ccccc2)cc1OCC	8	-17	-1	-6	3	2	12	-3	-7	0	nt
O=C(Cc1ccccc1)NCC(=O)OCC(=O)c1ccccc1Cl	9	18	2	0	-10	-13	1	-1	11	4	-1
OC(COc1ccc(Br)cc1)CN1CCC(Cc2ccccc2)CC1 (stereo not drawn)	17	-2	19	0	2	-2	29	1	1	14	-4
COC(=O)Cn1c(=NC(=O)CSCC(=O)NC2CCCCC2)sc2cc(OC)ccc21	-30	nt	7	-9	nt	4	-19	-3	10	-25	nt
CCOC(=O)[C@]12CCC=C1N(Cc1ccc3c(c1)OCO3)C(=O)[C@H](CC(=O)NCCc1ccccc1OC)C2	nt	-7	nt	1	2	nt	5	-5	nt	3	nt
COc1ccc(NC(=O)Cn2c(=O)n(CC3CCCO3)c(=O)c3cc(OC)c(OC)cc32)cc1OC (stereo not drawn)	-6	-27	6	-20	0	-1	14	7	16	7	6
CN(C)C(/C=C/Nc1ccc(F)cc1F)=C(C#N)C#N	9	4	5	4	-1	5	-5	-20	-40	-5	-2
Cc1cc(Cl)ccc1OCc1nc(-c2ccc(O)cc2)n[nH]1	9	-13	-10	-3	2	-3	2	-4	7	24	-5
COc1cccc(C(O)c2nc(-c3cc4ccccc4o3)cs2)c1 (stereo not drawn)	-14	-6	nt	-3	-25	nt	-28	-10	-55	-3	-5
CCc1cc2c(SC(C)C(=O)NC3CCCC3)ncnc2s1 (stereo not drawn)	-1	-15	22	-18	8	1	3	-10	-1	-1	25
CCN(CC)CCCNc1nc(-n2nc(C)cc2C)nc2sc3c(c12)CC(C)(C)OC3	-2	-20	-8	10	4	0	-11	14	-19	12	-3
CCOC(=O)c1c(NC(=O)CNCCOC)sc2c1CCCC2	-1	1	-8	3	2	2	-7	-5	8	-6	13
CCOc1ccc(NS(=O)(=O)c2ccc(NC(=S)NC(C)=O)cc2)cc1	2	19	1	0	5	0	-16	7	-2	-14	-12
COc1ccc(NC(=O)Nc2ccc(C(=O)N3CCOCC3)cc2)cc1	15	10	8	-4	3	-7	13	1	-14	-4	nt
Cc1cccc(N2C(=O)C3CCC(c4ccccc4)CC3C2=O)c1 (stereo not drawn)	-13	1	-2	-10	17	9	5	-17	0	0	nt
COC(=O)c1cc(=O)n(Cc2ccc(OC)cc2)c(=NCc2ccc(OC)cc2)s1	4	5	-32	-3	-6	-5	8	14	-6	14	-4
COc1cc(CC(=O)OCc2cccc([N+](=O)[O-])c2)cc(OC)c1OC	5	12	-2	-6	-29	4	8	1	0	0	-19
Cc1ccc(NC(CC(=O)c2ccccc2)C(=O)O)cc1Cl (stereo not drawn)	-74	-81	-28	4	-35	1	-90	19	-119	31	-1
Cc1ccc(C(=O)Nc2ccc3c4c(cccc24)CC3)cc1[N+](=O)[O-]	-3	-28	4	6	3	6	5	-13	-25	7	-5
Cc1cc(C)n(CC(=O)N/N=C/c2c[nH]c3ccccc23)n1	16	22	-12	-3	2	-5	10	-4	-2	-6	-3

Ordered by count of non-hydrogen atoms (rising): part of the list above.
SMILES	SRC3 inh	SRC2 inh	EBV LMP1 NFkB	NOD2 RIPK2 PPI	COUP-TFII inh	TLR9-MyD88 inh	LRH-1 inv ag	TROY signal inh	SRC1 inh	C8 TRAIL sens	Vif inh
Cc1cc(C)n(CC(=O)N/N=C/c2c[nH]c3ccccc23)n1	16	22	-12	-3	2	-5	10	-4	-2	-6	-3
CCOC(=O)c1c(NC(=O)CNCCOC)sc2c1CCCC2	-1	1	-8	3	2	2	-7	-5	8	-6	13
COc1cccc(C(O)c2nc(-c3cc4ccccc4o3)cs2)c1 (stereo not drawn)	-14	-6	nt	-3	-25	nt	-28	-10	-55	-3	-5

Going on with the list.
SMILES	SRC3 inh	SRC2 inh	EBV LMP1 NFkB	NOD2 RIPK2 PPI	COUP-TFII inh	TLR9-MyD88 inh	LRH-1 inv ag	TROY signal inh	SRC1 inh	C8 TRAIL sens	Vif inh
CC1Cc2ccccc2N1C(=O)c1ccc(Br)o1 (stereo not drawn)	-85	-74	-28	-3	-43	0	-117	-71	-91	-2	-3
CSc1nc2sc3c(c2c(=O)n1C1CCCCC1)CCN(C)C3	-43	1	1	-11	-4	2	2	5	-12	9	2
Cc1ccc(-n2cnnn2)cc1Cl	13	-11	-16	2	7	3	1	6	2	-4	-4
O=C(CC1C(=O)NCCN1Cc1ccc(-c2ccccc2)cc1)NCCCn1cccn1 (stereo not drawn)	0	-1	-6	-7	-15	0	0	-10	6	-16	3
O=C(COC(=O)Cc1cccs1)Nc1ccc(OC(F)(F)F)cc1	5	-7	-4	6	21	2	-3	-17	-12	-8	0
NC(=O)/C(=C\c1ccccc1)NC(=O)c1ccc(NC(=O)c2ccccc2)cc1	12	19	-8	-5	0	11	-2	2	1	-5	4
COC(=O)[C@H](CCSC)NC(=O)Cn1ccc(N)nc1=O	0	-11	3	4	8	-3	-9	10	1	3	-1
O=C(CN1C(=O)c2ccccc2C1=O)NCc1ccc(C(=O)O)cc1	-8	-8	-16	4	1	-3	-17	20	-18	-7	4
Cc1ccc(CN2CCSCC2)c(C)c1	-1	-14	-2	1	3	2	-16	-15	3	-1	15
O=C1CCC[C@@H]2C[C@@]3(C[C@@H]4CCN1[C@H]24)Nc1cc(Cl)ccc1NC3=NC1CCCCC1	16	-13	-6	-5	9	-1	9	14	0	-2	-3
COc1ccc(CCN(C)C/C=C/c2ccccc2)cc1OC	-4	-15	-1	-11	-32	-8	22	-2	-13	-18	-2
Cc1cc2c(cc1S(=O)(=O)N(C)Cc1ccccc1)OCC(=O)N2	3	-21	-10	4	18	5	3	-6	-16	-14	nt
Cc1ccc(S(=O)(=O)N(C)C)cc1NC(=S)N1CCN(Cc2ccc3c(c2)OCO3)CC1	1	19	14	1	19	-3	11	19	0	28	-28
COc1ccc(C2C(C#N)=C(N)Oc3n[nH]c(C)c32)cc1Cn1nc(C)c([N+](=O)[O-])c1C (stereo not drawn)	-26	4	-13	-2	-5	8	1	-15	17	0	-3
COc1ccccc1CNS(=O)(=O)c1ccc(-c2cc(C)no2)cc1	8	35	13	9	17	-2	27	39	-7	16	7
CC(=O)COC(=O)CCc1nc2ccccc2[nH]c1=O	-3	1	-4	-15	-5	-3	14	8	5	-13	2
NC(=O)C1(N2CCCCC2)CCN(C(=S)Nc2ccc(S(N)(=O)=O)cc2)CC1	5	14	-48	-1	1	2	10	11	-4	-4	-3
CN(C)S(=O)(=O)c1cccc(NC(=O)Cc2ccc(-c3ccccc3)cc2)c1	-7	19	8	-2	17	-7	-9	14	-7	8	0
Cc1cccc(CNc2ncnc3ccc(-c4ccc5c(c4)OCCO5)cc23)c1	14	-16	-15	-7	16	3	24	35	1	-1	-7
CCCc1ccc(-c2cc(C(=O)NN3CCOCC3)c3ccccc3n2)cc1	-52	-50	-15	-5	-20	2	-25	-52	-49	44	-10
CN=C1SC(CC(=O)Nc2ccc(N3CCOCC3)cc2)C(=O)N1C (stereo not drawn)	-1	-6	-35	-7	6	1	13	-3	-16	-1	6
COc1nccnc1NS(=O)(=O)c1ccc(NC(=S)NC(=O)c2cccc(F)c2)cc1	-1	-18	4	-1	-3	-10	-33	-12	-9	-12	8
Cc1ccc(C(=O)NN(C)c2nc3ccccc3nc2C(F)(F)F)cc1	15	-15	-8	2	16	-6	7	22	-2	27	-5
COC(=O)Cc1ccc(NC(=O)c2ccc(C(C)(C)C)cc2)cc1	61	83*	48*	15	95*	-2	63	19	54	74*	-35
Cc1cc(C)nc(SCC(=O)N/N=C\c2sccc2C)n1	18	9	-8	-6	6	1	-13	-51	12	-1	-1
O=C(Nn1c(Cc2cccs2)nc2ccccc2c1=O)c1ccc(F)c(F)c1	-39	1	-4	3	6	-6	-8	-2	6	-10	nt
CCCCc1c(C)nn(-c2nnc3c4ccccc4n(C)c3n2)c1C	-22	-36	-10	5	-6	-5	-60	-90	-36	12	nt
CN(Cc1ccccc1F)c1cc2c(c3c1ccn3C)C1CCC2C1 (stereo not drawn)	2	-40	nt	-11	1	nt	24	2	3	-9	nt
O=C(COc1ccc(Cl)cc1)Nc1ccc(NC(=O)c2ccco2)cc1	-25	-36	-5	3	-3	-4	-15	-8	-48	4	13
Cc1ccc(Nc2cc(C)nc3ncnn23)c(Cl)c1	5	-11	4	3	4	5	13	3	4	-4	4
O=C(c1cccc2ccccc12)N1CCN=C1SCc1ccc([N+](=O)[O-])cc1	2	-18	-13	-7	9	3	-4	27	8	9	-3
CN(CC(=O)Nc1cccc(F)c1)C(=O)CNS(=O)(=O)c1ccc(N(C)C)c([N+](=O)[O-])c1	-3	13	-8	-2	11	-4	18	4	6	6	-3
Cc1cc(C(F)F)n2ncc(C(=O)N3CCc4ccccc4C3)c2n1	8	-17	-2	-1	-2	-3	-25	0	-10	-3	0
Cc1ccc(C(=O)Nc2cccnc2Cl)cc1Cl	-99	-59	-2	-4	-38	-4	-105	-48	-75	-6	10
Cc1nnc2ccc(-c3cccc(NS(=O)(=O)c4ccccc4[N+](=O)[O-])c3)nn12	-9	-54	17	-3	-59	-3	-13	23	-48	22	?
CC(C)CCN(C(=O)c1cc(=O)[nH]c2ccccc12)c1c(N)n(Cc2ccccc2)c(=O)[nH]c1=O	4	1	0	-5	2	13	-23	21	2	-11	10
COc1ccc(NC(=O)c2ccc3ccccc3c2OC)cc1	-49	-65	-26	8	-39	-5	-101	-45	-88	27	2
O=S1(=O)CC(O)C(O)CS1 (stereo not drawn)	nt	-7	nt	-17	12	nt	1	7	nt	3	nt
CN=c1c([N+](=O)[O-])nn(-c2ccc3c(c2)OCCO3)n1O	-2	-9	-24	-8	8	5	-4	12	-18	-23	-15
COC(=O)Cc1c(O)ccn(Cc2ccccc2OC)c1=O	2	-11	5	-2	-7	0	-15	-11	9	-12	3
COc1cccc(C(=O)Nc2ccc(-c3nnc(-c4ccco4)o3)cc2)c1	-15	-20	15	0	4	1	-32	-38	6	9	12
CCN(CC)C(=O)C(=O)c1cn(CCOc2ccccc2)c2ccccc12	11	-5	15	6	-3	-1	-17	-1	-3	-15	8
CCOC(=O)N1CCc2[nH]c3ccc(C)cc3c2C1	11	-9	-17	-3	6	8	2	-3	-20	11	6
Cc1ccc(S(=O)(=O)N2CCCCC2)cc1NC(=O)CN1C(=O)CN(C)C1=O	-15	-21	3	-12	5	0	-13	-6	-5	-3	2
